Screening results from PubChem BioAssay.
Candida biofilm: kills Candida albicans biofilms | 85,000 tested, 0.14% active | inhibition, % at 6 µM | C. albicans biofilm + clotrimazole, Alamar Blue;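 active means inhibition above 20%; inactive means inhibition below 20%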;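 further: preformed 24 hr biofilms exposed to compound for 48 hr; 0% = biofilm without compound and 100% = blank killed by clotrimazole plus chlorhexidine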
TNFa cytotox: HUVEC cytotoxicity counter-screen, TNF alpha stimulated; cell count reduction, % at 2 µM; HUVEC TNFalpha-stimulated, Hoechst cell count, imaging; 93,000 tested, 0.17% active;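 active means cell count reduction exceeding the screen mean by over 5 SD, scaled to untreated wells per plate, cut at about 78% in these data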;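 further: cells counted after 24 h of TNF alpha exposure following the 1 h pretreatment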
VCAM1 TNFa inh: reduces TNF alpha induced VCAM1 expression in HUVEC; HUVEC TNFa-induced VCAM-1 immunofluorescence, high-content imaging; inhibition, % at 2 µM; 95,000 tested, 0.48% active; AID 802;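 active means inhibition above the batch mean plus 3 SD, with images confirmed as a hit by eye, cut at about 37% in these data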;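 further: 0% = TNF-stimulated DMSO wells and 100% = unstimulated control wells; not every result past the cut was called active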
Smad3 inh: blocks human Smad3 binding to FoxH1 peptide. TR-FRET Smad3/Dy647-FoxH1 peptide binding, europium anti-His. inhibition, % at 25 µM. 88,000 tested, 0.29% active;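 active means compounds that reduce the energy-transfer binding signal between the protein and its labelled peptide by more than half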;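 further: 0% = Smad3 plus labelled peptide maximal FRET and 100% = peptide-only background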
Target sequence (P84022 whole entry, looked up): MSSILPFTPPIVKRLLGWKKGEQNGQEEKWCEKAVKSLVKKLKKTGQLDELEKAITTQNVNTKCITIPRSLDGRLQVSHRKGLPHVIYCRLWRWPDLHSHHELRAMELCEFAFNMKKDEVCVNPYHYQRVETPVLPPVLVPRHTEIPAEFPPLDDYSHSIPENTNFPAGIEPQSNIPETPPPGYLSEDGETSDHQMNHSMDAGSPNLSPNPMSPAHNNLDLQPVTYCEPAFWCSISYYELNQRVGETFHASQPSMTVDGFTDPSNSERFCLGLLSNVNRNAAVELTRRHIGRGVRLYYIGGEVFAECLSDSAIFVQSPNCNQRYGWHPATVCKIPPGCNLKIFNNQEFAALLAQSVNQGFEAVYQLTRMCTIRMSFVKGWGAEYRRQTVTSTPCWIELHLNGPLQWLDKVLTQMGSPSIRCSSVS
ERb SRC1 inh: ER-beta (human) coactivator binding inhibition; Q92731; TR-FRET ER-beta LBD / SRC1-Cy5 peptide binding; receptor agonist-loaded with 1 µM estradiol; inhibition, % at 25.6 µM; 86,000 tested, 1.3% active; AID 633;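 active means compounds whose percent inhibition of the receptor-coactivator binding signal exceeds about 50% in the single-dose screen, limit read from the data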;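 further: 0% = receptor plus peptide wells without compound and 100% = peptide-only wells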
F-actin modifier: modifiers of cytoskeleton assembly; HUVEC TNFa F-actin phalloidin imaging, high content; inhibition, % at 2 µM; 91,000 tested, 0.18% active; AID 836;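 active means inhibition above the batch mean plus 3 SD and confirmed as a hit by visual image inspection, cut at about 30% in these data, passing the limit was not always enough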; further: strong numbers were not always called active
HUVEC tox IL1B: HUVEC cytotoxicity counter-screen, IL-1B stimulated | HUVEC cell count loss, Hoechst imaging | AID 845 | cell count reduction, % at 2 µM | 94,000 tested, 0.41% active;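 active means cell count reduction more than 3 SD above the screen-wide mean, cut at about 70% in these data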;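 further: normalized per plate to untreated control cells as the no-loss baseline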
sEH act: activators of human soluble epoxide hydrolase; P34913; purified human sEH enzymatic activity, activator screen; activation, % at 2 µM; 91,000 tested, 0.04% active; AID 717; in the data active means activation above about 37%; further: values of inactives mirror those of a sister screen read the other way
Target sequence (P34913 whole entry, looked up): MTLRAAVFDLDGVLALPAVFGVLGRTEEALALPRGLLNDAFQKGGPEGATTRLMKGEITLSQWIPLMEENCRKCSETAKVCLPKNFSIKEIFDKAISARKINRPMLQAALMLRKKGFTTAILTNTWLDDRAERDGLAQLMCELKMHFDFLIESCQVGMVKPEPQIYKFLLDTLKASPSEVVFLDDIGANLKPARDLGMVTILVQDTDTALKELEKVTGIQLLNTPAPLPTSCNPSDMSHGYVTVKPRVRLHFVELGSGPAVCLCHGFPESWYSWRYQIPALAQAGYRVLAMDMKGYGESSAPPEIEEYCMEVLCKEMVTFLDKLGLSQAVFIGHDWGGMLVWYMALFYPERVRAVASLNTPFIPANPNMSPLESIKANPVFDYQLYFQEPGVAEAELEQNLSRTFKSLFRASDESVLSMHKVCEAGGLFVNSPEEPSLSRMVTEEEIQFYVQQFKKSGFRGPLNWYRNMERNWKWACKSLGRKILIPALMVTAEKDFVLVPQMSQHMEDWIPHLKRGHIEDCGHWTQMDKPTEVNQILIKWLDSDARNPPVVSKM
sEH inhibitor: inhibitors of human soluble epoxide hydrolase | P34913 | recombinant human sEH enzymatic activity assay | inhibition, % at 2 µM | 91,000 tested, 0.34% active | AID 707; in the data active means inhibition above about 80%; further: values of inactives mirror those of a sister screen read the other way; many of its hits are not listed in these tables
* marks the source's active call; other numbers are inactive results; x = no result given; [ ] = remark or other dose.

SMILES	Candida biofilm	TNFa cytotox	VCAM1 TNFa inh	Smad3 inh	ERb SRC1 inh	F-actin modifier	HUVEC tox IL1B	sEH act	sEH inhibitor
CC(C)c1nnc(SCC(=O)NCc2ccco2)n1C	7	-6	-16	9	3	7	-18	-9	10
O=C(Nc1ccc(Cl)c(Cl)c1)N1CCSC1c1ccco1 (stereo unspecified)	10	-21	7	-7	1[fluorescence artefact?]	21	34	-58	58
Cc1ccc2cc(C#N)c(N3CCCN(S(=O)(=O)c4ccccc4)CC3)nc2c1	7	-16	15	-6	27[fluorescence artefact?]	-49	-23	-21	20
Cn1nc(C(F)(F)F)c(C(=O)Nc2ccc(F)cc2F)c1Oc1cccc(Cl)c1	x	-10	0	x	x	1	-34	-6	9
Cc1c(Cc2ccccc2)c(=O)oc2c(C)c(OCc3nn[nH]n3)ccc12	5	42	-9	5	2	12	-19	2	-5
Cc1cc(NS(=O)(=O)c2ccc(Cl)cc2)nn1CC(=O)NCc1ccco1	8	-21	-22	11[fluorescence artefact?]	-3[fluorescence artefact?]	3	-44	6	-4
Cc1cc2c(ccc3c2no[n+]3[O-])nn1	7	4	16	3	12	-42	10	-4	4
c1ccc(CCn2nnnc2C(c2cccnc2)N2CCN(c3nc4ccccc4s3)CC2)cc1 (stereo unspecified)	x	-23	8	10	-3	-1	18	5	-7
O=C(COC(=O)c1cccnc1Cl)c1cccc(Cl)c1	1	-21	2	7[fluorescence artefact?]	-7	-8	14	9	-6
COc1ccc(C2=CC(c3ccc(OC)c(OC)c3)NC(=S)N2)cc1 (stereo unspecified)	-4	-4	-7	-1	0	-34	5	14	-11
O=C(CC1SC(=O)N(c2ccccc2)C1=O)Nc1ccccc1 (stereo unspecified)	4	-19	11	0	-9[fluorescence artefact?]	-28	9	1	2
c1ccc2c(c1)OCC(c1nnc3sc(-c4cnccn4)nn13)O2 (stereo unspecified)	3	-9	10	12	82*[fluorescence artefact?]	0	-97	-6	1
Cc1nnc(SCC(=O)Nc2ccc(N3CCOCC3)cc2)o1	5	-11	-5	8	-3	-1	9	6	-3
CCc1ccc(S(=O)(=O)NCCc2cn3ccsc3n2)s1	9	-7	0	-4	-5	5	18	-5	4
CCOC(=O)c1oc2ccccc2c1NC(=O)c1cccs1	6	-24	-4	6	-2[fluorescence artefact?]	16	-16	2	-2
COc1ccc(-n2cnc3cc(NC(=O)c4ccco4)ccc32)cc1	4	1	0	0	-8	4	1	6	-9
O=C1Cc2ccccc2C(c2ccccc2)N1 (stereo unspecified)	4	-56	-9	2	0[fluorescence artefact?]	-5	-46	10	-8
COc1ccccc1CN1CC(C(=O)NCC2CCCO2)CC1=O (stereo unspecified)	x	-26	-13	x	x	10	67	-3	2
CC1CCCC(C)N1C(=O)CSc1nnnn1-c1cccc2c1CCCC2 (stereo unspecified)	13	9	1	-10	-4	16	-9	1	-1
CC(=O)NCCc1ccc(S(=O)(=O)N2CCCC2)cc1	10	-15	10	13[fluorescence artefact?]	-5	-8	4	x	x
O=C(CSc1nnc(COc2ccccc2Cl)o1)NC(=O)NC1CCCC1	4	-14	9	1	11	-11	16	-1	1
C/C(=C\C(=O)Nc1nccs1)c1ccccc1	3	-12	10	0	-24[fluorescence artefact?]	-4	17	-11	16
Cc1nc2ccccc2n1CC(=O)NCCN1CCOCC1	6	-14	0	8	-10	0	-13	-4	7
CCOC(=O)c1sc(N)c(C#N)c1CSc1nnc(C2CCCCC2)n1N	-1	-1	8	0	14	-9	-44	-1	3
O=C(C(Sc1ccccc1)c1ccccc1)N1CCN(c2ccccc2F)CC1 (stereo unspecified)	x	-19	-20	x	x	14	-9	6	-6
CCOc1ccc(NC(=S)/C(=C(\[O-])c2ccc(C)c([N+](=O)[O-])c2)[n+]2ccccc2)cc1	4	-8	8	3	-8	15	2	-2	1
COC(=O)c1ccc(COC(=O)CCc2nc(-c3ccccc3)c(-c3ccccc3)o2)cc1	3	1	-8	2	6[fluorescence artefact?]	-5	18	4	-1
Cc1nc2ccccc2n1C(=O)c1cc(-c2ccc(Br)cc2)nc2ccccc12	x	-27	5	x	x	16	7	0	3
O=C(Nc1ccn(Cc2ccccc2F)n1)c1ccc(COc2cc(Cl)ccc2Cl)o1	x	-1	1	x	x	-27	-9	-6	7
CCCc1cc(=O)[nH]c(SCCOC(=O)c2ccccc2)n1	-3	8	10	13	-5	-14	9	11	-12
Cc1cc(NC(=O)C2C3C(=O)N(Cc4ccc(Cl)cc4)C(C(=O)NC4CCCCC4)C34C=CC2(C)O4)no1 (stereo unspecified)	9	9	14	2	-9	10	0	-1	3
C=CCc1cccc2cc(C(=O)NC(C)(C)C)c(=O)oc12	6	x	x	5[fluorescence artefact?]	-34	x	-48	3	2
CCOC(=O)N1CCN(CC(O)COC(CC)c2ccccc2)CC1 (stereo unspecified)	4	-23	9	-2	-7	-5	-30	x	x
CCN(CC)CCN1C(=O)c2ccccc2NC1c1ccc(C)cc1 (stereo unspecified)	4	-6	6	-2	-21	-5	-1	7	-11
S=c1sc2c(N3CCN(Cc4ccccc4)CC3)ncnc2n1-c1ccccc1	5	7	13	-2	1	x	16	0	-2
Cc1ccc(C(=O)CC2(O)C(=O)N(C)c3ccc(Br)cc32)c(C)c1 (stereo unspecified)	2	-14	14	4	-3	-9	38	6	-7
CCOC(=O)N1CCC(Nc2c(N3CCN(c4cccc(C(F)(F)F)c4)CC3)c(=O)c2=O)CC1	-3	-24	2	-20	63*[fluorescence artefact?]	48	-4	18	-17
O=C(NCCc1csc(-c2cccnc2)n1)c1cccc2ccccc12	10	-38	10	-1	-4	10	79*	x	x
N#CC1=C(SCC(=O)Nc2cccc3cccnc23)NC(=O)C(C#N)C12CCCCC2 (stereo unspecified)	8	-14	13	2	51*	5	-12	-6	2
CCCC(=O)NC(c1ccc(OC)c(OC)c1)c1c(O)ccc2ccccc12 (stereo unspecified)	x	-22	-13	x	x	12	-8	-8	6
CCCCn1ccnc1C(=O)c1ccc(S(=O)(=O)N(CCOC)CCOC)cc1	x	-26	-9	x	x	-1	1	2	-2
CC(=O)Nc1ccc(S(=O)(=O)N=S(C)C)cc1	x	-16	4	-4	x	8	-16	4	-3
O=C1C2C3CCC(C3NCc3ccccc3)C2C(=O)N1Cc1ccccc1 (stereo unspecified)	x	-1	-2	x	x	-9	-71	3	-1
Cn1c(=O)n(Cc2ccccc2)c(=O)c2c1nc1n2CCCN1Cc1ccccc1	8	-12	-4	-6	-9	-10	5	19	-17
COc1cc(C=O)ccc1OCCSc1ccc(Cl)cc1	x	-21	-14	x	x	6	-7	3	1
CCC(CC)c1nnc(NC(=O)CN2C(=O)C3C4C=CC(C4)C3C2=O)s1 (stereo unspecified)	4	4	-11	-8	-5	-22	-85	-5	3
CCN(CC)c1nc2cc(OC)ccc2cc1C#N	3	-45	-25	-3	2	27	-10	-1	0
O=C(NCN1CCN(c2ccccc2F)CC1)c1ccccc1	10	-2	-14	-7	-9	-4	-8	0	0
CCCCOc1ccc(C(=O)C(CN2CCOCC2)c2ccccc2)cc1 (stereo unspecified)	0	-20	41	-10	-5[fluorescence artefact?]	14	0	10	-5
COc1ccc(OC)c(N(CC(=O)NC2CC2)S(=O)(=O)c2ccc(C)cc2)c1	1	90*	-46	4	-10	-1	-12	-5	3
CCC(C)n1[nH]c(=O)c2c(C)cc(C)nc21 (stereo unspecified)	12	1	2	32[fluorescence artefact?]	-2	-14	-16	2	-6
O=C(CSc1nccn1-c1ccccc1)Nc1ccc2c(c1)OCO2	8	0	-19	4	17	6	24	-2	4
CC(C)N(Cc1cc2ccccc2[nH]c1=O)C(=O)C(C)(C)C	11	3	-13	0	-7	-23	16	7	-9
Cc1cc(C)n2nc(-c3sccc3-n3cccc3)cc2n1	x	-15	4	x	x	14	8	-4	3
CCOC(=O)CSc1nc2ccccc2n1CC(=O)N(C(C)C)C(C)C	11	27	-2	-13	8	6	-11	8	-4
CCOC(=O)C1CCN(CC(=O)Nc2c(C(=O)OC)n(C)c3cccc(C)c23)CC1	8	-10	-1	4	40	-25	-24	-1	2
COc1ccc(-n2nc3ccc(NS(C)(=O)=O)cc3n2)cc1Cl	1	-24	12	12	41[fluorescence artefact?]	-1	0	0	-1
COCCN(C(=O)Cc1cccs1)C(C(=O)NCc1ccc(OC)cc1)c1ccc(C)cc1 (stereo unspecified)	x	-24	10	x	x	-45	-4	2	0
Brc1cccc(-c2nnc3sc(CNC4CCCC4)cn23)c1	-2	9	14	4	-7	-4	-3	18	-19
CCn1c(SCC(=O)NCc2ccco2)nnc1-c1c[nH]c2ccccc12	-2	-9	1	32[fluorescence artefact?]	3	3	2	6	-7

Later entries:
SMILES	Candida biofilm	TNFa cytotox	VCAM1 TNFa inh	Smad3 inh	ERb SRC1 inh	F-actin modifier	HUVEC tox IL1B	sEH act	sEH inhibitor
CCC(CC)c1nnc(NC(=O)c2c(C)nn(Cc3ccccc3Cl)c2C)s1	7	-21	6	-7	6	14	10	-12	16
Cc1ccc(Cn2nnnc2CN2CCC(NC(=O)c3ccc(Br)cc3)CC2)cc1	8	-33	0	11	-20[fluorescence artefact?]	-7	1	2	0
Nc1cc(-c2ccccc2)nn1Cc1ccc(Cl)cc1	x	-8	2	x	x	-4	x	4	-4
CCOC(=O)C(CC)Sc1nc2c(cnn2-c2ccccc2)c(=O)[nH]1 (stereo unspecified)	4	-2	12	2	22	9	23	4	-6
COc1ccccc1-c1cc(C(=O)N2CCc3ccccc3C2)c2ccccc2n1	x	0	15	x	x	16	-11	-15	15
COc1ccccc1-c1nc(C#N)c(N2CCN(Cc3ccccc3)CC2)o1	7	-14	28	-3	1[fluorescence artefact?]	4	-64	1	3
O=S1(=O)CC(O)C(Nc2ccccc2)C1 (stereo unspecified)	4	-23	1	7	-8[fluorescence artefact?]	-5	-134	1	-3
O=C(CSc1nnc(-c2cccnc2)n1Cc1ccccc1)N1CCOCC1	9	-25	3	6	5[fluorescence artefact?]	1	-8	12	-13
O=C(CSc1nc2ccccc2[nH]1)Nc1ccc(F)cc1	14	1	-3	-2	2	-16	-16	7	-5
CCOCCCNC(=O)c1ccc2c(c1)OCO2	7	-4	18	-5	-2[fluorescence artefact?]	-4	-1	3	-2
COc1cccc(C(=O)N2CCSC2=S)c1	12	4	-8	12	5[fluorescence artefact?]	-24	-11	-3	2
CCn1c(CSc2nc(C)cc(C)n2)nnc1SCC(=O)Nc1ccccc1	-1	-4	12	-17	2[fluorescence artefact?]	1	16	-14	16

Three entries already listed, sorted by length of the SMILES, descending.
SMILES	Candida biofilm	TNFa cytotox	VCAM1 TNFa inh	Smad3 inh	ERb SRC1 inh	F-actin modifier	HUVEC tox IL1B	sEH act	sEH inhibitor
Cc1ccc(Cn2nnnc2CN2CCC(NC(=O)c3ccc(Br)cc3)CC2)cc1	8	-33	0	11	-20[fluorescence artefact?]	-7	1	2	0
O=C(CSc1nc2ccccc2[nH]1)Nc1ccc(F)cc1	14	1	-3	-2	2	-16	-16	7	-5
COc1cccc(C(=O)N2CCSC2=S)c1	12	4	-8	12	5[fluorescence artefact?]	-24	-11	-3	2

Other structures follow.
SMILES	Candida biofilm	TNFa cytotox	VCAM1 TNFa inh	Smad3 inh	ERb SRC1 inh	F-actin modifier	HUVEC tox IL1B	sEH act	sEH inhibitor
CCOc1ccc(C)cc1S(=O)(=O)Nc1ccc(Cl)cn1	-1	-7	2	-9	-8	x	20	18	-21
CCn1c(SCC(=O)Nc2ccc(NC(=O)c3cccs3)cc2)nnc1-c1cccnc1	0	-16	0	5	-6	8	0	-5	6
COc1ccc(C2(CNC(=O)Cc3ccc(OC)c(OC)c3)CCOCC2)cc1	3	5	10	-10	-16[fluorescence artefact?]	-4	22	-4	4
CS(=O)(=O)N(CC(=O)O)c1ccc2c(c1)OCO2	1	-45	-7	-4	3	10	-19	-12	10

These rows are one share of the data (hit frequency here may not be typical).
